Screening results (PubChem BioAssay)
FBW7 act: FBW7 E3 ligase activators, primary screen, biochemical, AlphaScreen, human | F-box/WD repeat-containing protein 7 (Homo sapiens), Q969H0 | AlphaScreen FBW7–phospho-cyclin E peptide binding, activator screen | normalized activity (activation), % at 26.1 µM | hit rate 0.13% among 650,000 | AID 1259310, 2017; in the data active = normalized activity above about 1.9%;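 note: purified mutant Fbw7 with reduced substrate affinity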
GPR151 ag: activators of human GPR151, primary screen, cell-based, PathHunter beta-arrestin, luminescence; AID 1508602, 2020; G-protein coupled receptor 151 (Homo sapiens), Q8TDV0; PathHunter beta-arrestin GPR151 cells; hit rate 1% among 650,000; activation, % at 11.2 µM; in the data active = activation above about 4.9%;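 note: 0% = median of compound wells and 100% = cells with positive control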
Target sequence (Q8TDV0 whole entry, looked up): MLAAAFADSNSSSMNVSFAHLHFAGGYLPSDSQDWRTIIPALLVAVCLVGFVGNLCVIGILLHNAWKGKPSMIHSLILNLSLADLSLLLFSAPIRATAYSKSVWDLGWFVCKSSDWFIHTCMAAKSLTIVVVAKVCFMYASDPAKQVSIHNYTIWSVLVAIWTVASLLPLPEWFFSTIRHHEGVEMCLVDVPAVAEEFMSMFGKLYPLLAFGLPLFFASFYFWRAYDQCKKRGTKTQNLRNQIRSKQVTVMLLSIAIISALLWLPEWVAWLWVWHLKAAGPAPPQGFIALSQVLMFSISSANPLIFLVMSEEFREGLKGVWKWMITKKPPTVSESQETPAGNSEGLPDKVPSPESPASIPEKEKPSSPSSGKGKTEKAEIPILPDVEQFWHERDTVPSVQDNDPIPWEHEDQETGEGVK
MITF primary: MITF inhibitors, primary screen, biochemical, AlphaScreen, human; Microphthalmia-associated transcription factor (Homo sapiens), O75030; AlphaScreen MITF homodimerization, bead proximity signal; inhibition, % at 2.6 µM; hit rate 0.91% among 650,000; in the data active = inhibition above about 50%;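 note: 0% = vehicle wells with protein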
Target sequence (O75030 whole entry, looked up): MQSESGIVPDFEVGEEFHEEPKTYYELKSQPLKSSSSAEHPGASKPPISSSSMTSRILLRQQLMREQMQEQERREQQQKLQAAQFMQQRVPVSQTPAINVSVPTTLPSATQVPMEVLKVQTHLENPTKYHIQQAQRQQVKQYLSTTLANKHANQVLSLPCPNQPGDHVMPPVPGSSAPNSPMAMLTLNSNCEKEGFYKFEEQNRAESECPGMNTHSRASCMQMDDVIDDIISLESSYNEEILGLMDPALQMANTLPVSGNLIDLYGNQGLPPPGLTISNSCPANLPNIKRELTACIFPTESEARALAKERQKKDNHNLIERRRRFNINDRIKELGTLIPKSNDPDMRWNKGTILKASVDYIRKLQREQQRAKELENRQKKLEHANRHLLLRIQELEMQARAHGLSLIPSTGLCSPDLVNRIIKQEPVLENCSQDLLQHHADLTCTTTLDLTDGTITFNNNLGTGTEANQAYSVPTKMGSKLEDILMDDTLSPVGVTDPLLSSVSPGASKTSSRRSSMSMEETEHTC
TEAD-YAP block: TEAD-YAP interaction inhibition, primary screen, TEAD-YAP interaction inhibitor project, luminescence, HEK-TIYL cells | TEAD-Gal4/YAP UAS-luciferase luminescence | AID 1259422, 2018 | hit rate 1.4% among 640,000 | inhibition, % at 9.12 µM; in the data active = inhibition above about 32%;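 note: 0% = median of test compound wells and 100% = reference inhibitor wells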
Active calls of the source: *.

Values run as follows: GPR151 ag	MITF primary	TEAD-YAP block	FBW7 act
1: CCN(CC)S(=O)(=O)c1ccc(F)c(C(=O)NCc2cccs2)c1
    -2.1	19.9	11.2	0.3
2: CCC(C)c1ccccc1NC(=O)COc1ccc([N+](=O)[O-])cc1 (stereo not drawn)
    0.3	9.8	-1.7	0.9
3: COc1cc2nc(Nc3ccncn3)nc(Nc3ccccc3)c2cc1OC
    0.7	2.6	-18.3	0.5
4: CCN(CC)c1nc(NCCN(C(C)C)C(C)C)nc(N2CCC(N3CCOCC3)CC2)n1
    -1.9	-13.0	-3.1	0.3
5: COc1cc(/C=C2\C(=O)NC(=O)N(c3ccccc3C)C2=O)cc(Br)c1O
    -0.4	-15.3	6.8	-0.4
6: CCOC(=O)c1ccc(-n2c(N)c(C(=O)NCc3ccccc3)sc2=S)cc1
    1.3	0.2	5.2	-0.4
7: Cc1ccc(NC(=O)c2cc(C)nn2-c2ccccc2)cc1
    0.8	16.2	-3.3	0.4
8: Cc1ccc(CC2CC(=O)N(c3ccc4ccccc4n3)C2=O)cc1 (stereo not drawn)
    -0.6	10.6	19.3	-0.1
9: O=C(Cc1ccc2c(c1)OCO2)N1CCC(n2cnc3cccnc32)CC1
    0.9	-5.5	-1.8	-0.2
10: O=C(Nc1ccccc1F)c1ccc(C(=O)Nc2ccccc2F)cc1
    -0.3	7.6	9.2	0.0
11: NC(=O)C1Cc2ccccc2N1S(=O)(=O)c1ccc(F)cc1F (stereo not drawn)
    -0.2	11.7	-0.4	-0.1
12: Cc1sc2ncc(C(=O)NCCO)c(=O)n2c1C
    0.7	19.7	-6.3	-0.3
13: CCN(CC)CCn1c(=S)[nH]c2cc(C(=O)NCc3ccccc3OC)ccc2c1=O
    1.3	-7.1	-0.6	-0.1
14: Cc1ccc(C(=O)Nc2sc3c(c2C(=O)O)CCCC3)o1
    -6.0	-11.0	39.6*	0.0
15: COC(=O)C(C)N1C(=O)S/C(=C/c2ccc(SC)cc2)C1=O (stereo not drawn)
    4.3	-3.2	-44.9	0.0

The results go on.
Values run as follows: GPR151 ag	MITF primary	TEAD-YAP block	FBW7 act
16: CCOC1=C/C(=C/c2c(N)n3nc(S(=O)(=O)CC(C)C)sc3nc2=O)C=CC1=O
    -0.6	21.9	16.2	0.3
17: CCOC(=O)N1CCC(n2c(SCc3ccc(F)cc3)nc3ccccc3c2=O)CC1
    -0.6	1.3	2.6	0.0
18: COC(=O)COc1ccc(S(=O)(=O)N2CCc3ccccc3C2)cc1
    -1.0	12.1	2.5	0.2
19: O[C@@H]1CCCC[C@@H]1c1ccccn1
    2.1	-0.2	6.8	0.0
20: Cn1c(=O)c2c(n(C)c1=O)=NC1(CCCCC1)ON=2
    0.2	-14.8	1.1	0.1
21: Cc1nc2ncnn2c(Nc2ccc3c(c2)OCCO3)c1C
    -6.3	13.3	13.0	0.1
22: COc1ccccc1N1CCN(C2CCCN(C(=O)c3ccccn3)C2)CC1 (stereo not drawn)
    0.4	10.4	-1.9	0.0
23: CCCS(=O)(=O)c1c(S(=O)(=O)CCC)c2c(N)cccn2c1C(=O)c1ccc(C)cc1C
    3.7	-2.8	1.1	0.0
24: Cc1ccc(OCc2nn3c(-c4ccc(F)cc4)nnc3s2)cc1
    1.9	-4.7	-7.5	0.0
25: CCc1ccc(NC(=O)C(=O)N/N=C(\C)CC(=O)Nc2ccccc2CC)cc1
    0.5	-7.4	-15.1	-0.1
26: CCc1ccc(NC(=O)Cn2nnnc2N)cc1
    0.5	-10.9	-2.5	-0.2
27: CSc1ccc(CCNCc2c(C(=O)O)c(C)n(Cc3cccc(C)c3)c2C)cc1
    0.7	5.0	5.9	-0.1
28: CCOC(=O)c1[nH]c2ccc(OC)cc2c1NC(=O)CNc1nc(C)c(C)s1
    0.0	2.7	-6.9	0.2
29: CCOC(=O)c1c(NC(=O)COc2ccc(C(C)(C)C)cc2)sc(C(C)=O)c1C
    0.6	8.9	-1.0	0.4
30: CCCCn1c(SCc2ccc(F)cc2)nc2ccsc2c1=O
    -0.1	1.1	-8.4	0.0

Continued:
Values run as follows: GPR151 ag	MITF primary	TEAD-YAP block	FBW7 act
31: COc1ccc(Cl)cc1C1=N/C(=C/c2ccc(C)o2)C(=O)O1
    -0.8	15.9	6.0	0.6
32: Cc1nn(-c2ccccc2)c2c1N=C1C(Cl)=CC(Cl)=CN1C21C(=O)Nc2ccccc21 (stereo not drawn)
    0.1	13.1	1.9	0.0
33: CCN(CC)N=Nc1ccc(S(=O)(=O)NC(=O)OC)cc1
    -1.6	-3.9	-17.8	-0.1
34: Cc1nnc(Sc2cc(C(=O)NCc3ccco3)c3ccccc3n2)s1
    1.8	2.9	0.4	-0.2
35: CC(=O)c1ccc(NC(=O)NCCc2cccc(Cl)c2)cc1
    2.5	-7.7	-55.0	0.5
36: CCC(C)(C)NC(=O)CN(C(=O)CCC(=O)Nc1nccs1)c1ccc(OC)cc1
    3.0	1.3	0.9	0.1
37: CC(C)(C)c1ccc(C(=O)CCC(=O)OCC(=O)Nc2cccc([N+](=O)[O-])c2)cc1
    0.4	-2.9	1.0	0.0
38: COc1cccc(C(=O)Oc2coc(CSc3nccc(C)n3)cc2=O)c1
    -0.4	-9.9	-2.8	-0.6
39: O=C1CCCCC[n+]2noc([O-])c21
    -0.3	3.0	-13.0	-0.1
40: CC(O)Cn1c(=N)n(Cc2ccccc2)c2ccccc21 (stereo not drawn)
    -0.8	18.0	-4.2	0.0
41: O=C(NC12CC3CC(CC(C3)C1)C2)c1cc([N+](=O)[O-])ccc1N1CCOCC1
    -0.6	11.8	-9.6	0.1
42: CCCCN(C)C1=Nc2cccc3cccc1c23
    0.0	-6.8	3.8	-0.1
43: O=C1CSC(=S)N1c1cccc(Cl)c1
    1.6	-4.2	14.2	0.2
44: Cc1ccc(N(CC(=O)Nc2ccccc2C(N)=O)S(C)(=O)=O)cc1C
    0.2	3.9	3.8	0.0
45: Nc1oncc1-c1ccc(NC(=O)C2COc3ccccc3O2)cc1 (stereo not drawn)
    -1.9	18.1	-4.5	0.5

(further entries)
Values run as follows: GPR151 ag	MITF primary	TEAD-YAP block	FBW7 act
46: CCN1CCN(C(=O)CCc2nnc(CCc3ccccc3OC)o2)[C@@H](C)C1=O
    0.1	1.8	4.4	0.1
47: COC(=O)c1c(NC(C)=O)sc(C)c1-c1ccccc1
    1.4	-1.6	-5.8	-0.1
48: O=C(CCSCc1ccccc1F)NCc1cccs1
    -0.9	11.6	-0.8	0.6
49: Cc1ccc(S(=O)(=O)Nc2ccc3c(c2)OCCO3)cc1
    -0.8	4.3	5.2	0.0
50: CCCOc1ccc(/C(O)=C2/C(=O)C(=O)N(CCCN3CCOCC3)C2c2ccc(F)cc2)c(C)c1 (stereo not drawn)
    1.2	10.3	-1.9	0.0
51: COc1cccc(CN(CCN(C)C)C(=O)c2cn3ccc(-c4ccncc4)cc3n2)c1
    -0.7	6.2	-0.9	-0.3
52: O=C(Nc1cnn(-c2cccc(-c3nc4ccncc4[nH]3)c2)c1)Nc1ccccc1Cl
    0.3	15.7	9.9	0.2
53: COc1ccc(S(=O)(=O)N2CCC3(CC2)C(=O)N(C)C(=O)N3C)cc1OC
    -1.1	4.7	9.2	0.2
54: COc1ccc(-c2ccc3c(c2)CC(CNC(=O)c2ccc(-n4cccn4)cc2)O3)nn1 (stereo not drawn)
    0.1	2.8	-9.6	0.1
55: C#CC(C)(C)OC(=O)C1CC(C)=CCC1C(=O)O (stereo not drawn)
    -1.4	3.5	9.4	0.2
56: O=C(Nc1cccc(N2CCC(NCCc3ccco3)CC2)c1)c1ccncc1
    -1.2	10.2	-5.6	-0.1
57: N#CC(C#N)=c1s/c(=C\c2ccc3c(c2)OCO3)c(=O)n1Cc1ccccc1
    0.8	-0.4	-0.8	0.1
58: CC(=O)N1CCC(N2CCOc3ccc(C(O)CC(C)C)cc3C2)CC1 (stereo not drawn)
    -0.6	6.3	6.0	0.0
59: O=C(Nc1c2c(nn1-c1ccc(F)cc1)CSC2)c1ccccc1Cl
    1.5	2.4	-11.9	-0.1
60: CC(=O)N1CCc2cc(Br)cc(S(=O)(=O)Nc3cc(F)ccc3F)c21
    -0.8	-4.0	1.0	-0.2

New compounds follow:
Values run as follows: GPR151 ag	MITF primary	TEAD-YAP block	FBW7 act
61: Cc1c(Cl)c([N+](=O)[O-])cc([N+](=O)[O-])c1N1CCCC1
    0.6	28.2	4.5	0.3
62: Brc1cccc(OCCCCn2cncn2)c1
    -0.9	62.3*	-3.4	-0.4
63: On1c(-c2ccc(F)cc2)nc2c1CCc1nonc1-2
    -1.1	-8.3	-3.5	-0.1
64: O=C(CSc1nnc(NC(=O)C2CCCCC2)s1)NCc1cccs1
    -0.4	-3.7	-7.5	-0.1
65: Cc1ccc2oc(-c3ccc(NC(=O)c4ccc(Br)o4)cc3)nc2c1
    0.1	-1.2	-56.7	0.6
66: Cc1ccc(OCC(O)CN2CCN(Cc3ccc4c(c3)OCO4)CC2)cc1C (stereo not drawn)
    -1.1	-4.4	5.9	0.7
67: O=C(/C=C/Nc1ccccc1NS(=O)(=O)c1ccc([N+](=O)[O-])cc1)c1cccs1
    -1.8	11.2	12.4	0.1
68: O=C(NCc1ccccc1)C(Cc1ccc([N+](=O)[O-])cc1)N1C(=O)c2ccccc2C1=O (stereo not drawn)
    0.2	13.8	5.2	0.2
69: CCN(CCCNC(=O)CNC(=O)Cn1cnc2sc(C)cc2c1=O)c1ccccc1
    -1.4	15.9	-0.1	0.1
70: CC/C(=N/NC(=O)c1ccccc1I)c1ccc(O)cc1
    3.6	-5.9	-12.5	-0.2
71: O=C(Cc1cc(=O)[nH]c(SCc2ccccc2)n1)NC1CCCCC1
    0.3	7.7	1.3	0.6
72: O=C(N/N=C/c1ccncc1)Nc1cccc2nsnc12
    -0.3	4.6	-8.1	0.1
73: COc1ccc(CCc2nnc(CCC(=O)NCCc3cccc(F)c3)o2)cc1
    -1.2	37.2	-9.6	0.2
74: CCN(CC)/C(=N/OC(=O)c1ccc(C)cc1)c1nonc1N
    -0.7	1.9	-4.5	-0.2
75: CCc1ccc(NC(=O)COc2ccccc2F)cc1
    0.9	4.6	-68.4	0.1

Next part:
Values run as follows: GPR151 ag	MITF primary	TEAD-YAP block	FBW7 act
76: CCOC(=O)c1nnn(CC(=O)Nc2cc(C)cc(C)c2)c1C(=O)OCC
    -1.5	-8.8	-3.0	1.0
77: O=C(O)c1c(NC(=O)C2CCCCC2)sc2c1CCC2
    -6.5	-4.5	-5.7	-0.3
78: O=S(=O)(Nc1ccccc1Cl)c1ccc(F)cc1
    -1.2	12.6	6.9	0.1
79: Cc1ccc(-n2nc3c(c2NC(=O)c2ccccc2I)CS(=O)(=O)C3)cc1
    -0.6	5.1	-27.5	0.3
80: CC1(C)CC(OC(=O)c2ccccc2C(=O)O)CC(C)(C)N1
    0.3	7.2	9.9	0.0
81: COc1ccc(CCc2nc(C)cc(CN(C)C)c2O)cc1OC
    0.2	-11.9	3.7	-0.1
82: Cc1cccc(C2N(c3nccs3)C(=O)C3CCCN32)c1 (stereo not drawn)
    1.0	-2.9	-6.2	-0.6
83: COc1cc(/C=C2\SC(=O)N(Cc3ccc(F)cc3)C2=O)cc([N+](=O)[O-])c1O
    -0.6	12.4	7.2	0.1

Structures listed so far with an aryl methoxy group (15):
Values run as follows: GPR151 ag	MITF primary	TEAD-YAP block	FBW7 act
3: COc1cc2nc(Nc3ccncn3)nc(Nc3ccccc3)c2cc1OC
    0.7	2.6	-18.3	0.5
5: COc1cc(/C=C2\C(=O)NC(=O)N(c3ccccc3C)C2=O)cc(Br)c1O
    -0.4	-15.3	6.8	-0.4
13: CCN(CC)CCn1c(=S)[nH]c2cc(C(=O)NCc3ccccc3OC)ccc2c1=O
    1.3	-7.1	-0.6	-0.1
22: COc1ccccc1N1CCN(C2CCCN(C(=O)c3ccccn3)C2)CC1 (stereo not drawn)
    0.4	10.4	-1.9	0.0
28: CCOC(=O)c1[nH]c2ccc(OC)cc2c1NC(=O)CNc1nc(C)c(C)s1
    0.0	2.7	-6.9	0.2
31: COc1ccc(Cl)cc1C1=N/C(=C/c2ccc(C)o2)C(=O)O1
    -0.8	15.9	6.0	0.6
36: CCC(C)(C)NC(=O)CN(C(=O)CCC(=O)Nc1nccs1)c1ccc(OC)cc1
    3.0	1.3	0.9	0.1
38: COc1cccc(C(=O)Oc2coc(CSc3nccc(C)n3)cc2=O)c1
    -0.4	-9.9	-2.8	-0.6
46: CCN1CCN(C(=O)CCc2nnc(CCc3ccccc3OC)o2)[C@@H](C)C1=O
    0.1	1.8	4.4	0.1
51: COc1cccc(CN(CCN(C)C)C(=O)c2cn3ccc(-c4ccncc4)cc3n2)c1
    -0.7	6.2	-0.9	-0.3
53: COc1ccc(S(=O)(=O)N2CCC3(CC2)C(=O)N(C)C(=O)N3C)cc1OC
    -1.1	4.7	9.2	0.2
54: COc1ccc(-c2ccc3c(c2)CC(CNC(=O)c2ccc(-n4cccn4)cc2)O3)nn1 (stereo not drawn)
    0.1	2.8	-9.6	0.1
73: COc1ccc(CCc2nnc(CCC(=O)NCCc3cccc(F)c3)o2)cc1
    -1.2	37.2	-9.6	0.2
81: COc1ccc(CCc2nc(C)cc(CN(C)C)c2O)cc1OC
    0.2	-11.9	3.7	-0.1
83: COc1cc(/C=C2\SC(=O)N(Cc3ccc(F)cc3)C2=O)cc([N+](=O)[O-])c1O
    -0.6	12.4	7.2	0.1
